# Bioassay records as filed in PubChem.
# PAX8 inh HTS = lowers PAX8-driven luciferase in RMG-I cells. RMG-I TPO-luciferase reporter, SteadyGlo, 24 h. inhibition, % at 12.6 µM. hit rate 1.2% among 360,000;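 active means mean replicate inhibition at least 60% with every replicate also reaching 60%; inconclusive means only one of the two criteria is met; inactive means mean below 60% and not all replicates reaching 60%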;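 further: luciferase light reporting Pax8 driven TPO promoter activity; plate controls were median of neutral control wells for no effect and mitoxantrone controls for full effect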
# PGC1a acetyl inh = lowers PGC1a acetylation signal in U2OS cells; AlphaScreen anti-acetyl-lysine; with virally co-expressed GCN5 acetyltransferase; inhibition, % at 15.6 µM; hit rate 0.17% among 350,000; AID 651687;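 active means every replicate shows inhibition of at least 40%; inconclusive means mean inhibition at least 40% but some replicate below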;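 further: 0% = neutral control wells and 100% = positive control wells; some results beyond the cut were filed as inactive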
# LGR2 antag = blocks bursicon-induced cAMP signaling via Drosophila LGR2; HEK293 LGR2, CRE-luciferase, bursicon-stimulated, 4 h; inhibition, % at 9.99 µM; hit rate 0.35% among 380,000; AID 720647;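 active means drop in luminescence signal, shown as inhibition above about 50% in the replicate tests, limit read from the data, passing the limit was not always enough; inconclusive means probably only some replicates passing the limit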;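 further: agonist challenge used bursicon conditioned medium at about half maximal strength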
# EWS-Fli inh = blocks EWS/Fli oncoprotein-driven transcription | A673 NR0B1-luciferase reporter, viability-normalised | inhibition, % at 12.6 µM | hit rate 0.67% among 350,000 | AID 651661;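 active means mean inhibition of at least 50% after viability correction, with every replicate also passing that limit; inconclusive means mean reaches 50% but only one of two replicates passes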;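 further: firefly luciferase signal divided by Alamar Blue viability fluorescence both relative to DMSO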
# FN deposit inh = fibronectin deposition inhibition; AID 743247; inhibition, % at 12.6 µM; hit rate 0.086% among 350,000; AH1F fibroblasts, Alexa488-fibronectin deposition fluorescence, overnight;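 active means mean inhibition across replicates of 30% or more, regardless of how many single replicates reach that level; inconclusive means mean under 30% yet at least half of replicates reach 30%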;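 further: positive control wells lacked labelled fibronectin entirely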
#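 material = AH1F fibroblast monolayer depositing Alexa488-labelled fibronectin into matrix | amount = 10000 AH1F cells/well | buffer or medium = DMEM plus 2% serum, read in PBS | incubation = 1 h cell adhesion before compound, then overnight fibronectin incubation | detection = fluorescence at 485 nm excitation, 525 nm emission | evaluation = percent inhibition as loss of matrix-bound fibronectin fluorescence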
# PglD inh = blocks C. jejuni PglD acetyltransferase activity; hit rate 0.098% among 360,000; inhibition, % at 12.5 µM; purified PglD enzyme, DTNB colorimetric CoA detection; in the data active means inhibition above about 16%, passing the limit was not always enough; inconclusive means no clear call, values can overlap the other calls; further: strong numbers were not always called active
# S100A4 MyoIIA = blocks human S100A4 binding to myosin IIA peptide; P26447; S100A4/TAMRA-MyoIIA peptide fluorescence polarization; inhibition, % at 10.7 µM; hit rate 0.14% among 360,000;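 active means mean inhibition of at least 70% across replicates, with every replicate also reaching that level; inconclusive means mean inhibition reaches 70% but some replicates fall short; inactive means mean inhibition below 70%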
# Target sequence (P26447 whole entry, looked up): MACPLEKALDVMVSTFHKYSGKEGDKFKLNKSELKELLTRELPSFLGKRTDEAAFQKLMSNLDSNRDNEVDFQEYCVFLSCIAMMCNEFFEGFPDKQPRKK
#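 System – human S100A4 monomer protein, biochemical binding assay · Buffer or medium – Calcium-containing HEPES buffer, pH 7.2 · Timing – 5 min between mix addition and reading · Also added – TAMRA-labelled myosin IIA heavy-chain peptide probe, 5 nM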
# ERAP1 inh = ERAP1 (human) enzyme inhibition; Q9NZ08; recombinant ERAP1, Leu-AMC fluorescence, 60 min; inhibition, % at 10.7 µM; hit rate 0.15% among 340,000;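 active means mean replicate inhibition of at least 30%, or all replicates individually reaching that 30% level; inactive means mean below 30% and not every replicate reaching it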;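 further: 0% = neutral control wells and 100% = L-leucinethiol positive control wells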
# Target sequence (Q9NZ08 whole entry, looked up): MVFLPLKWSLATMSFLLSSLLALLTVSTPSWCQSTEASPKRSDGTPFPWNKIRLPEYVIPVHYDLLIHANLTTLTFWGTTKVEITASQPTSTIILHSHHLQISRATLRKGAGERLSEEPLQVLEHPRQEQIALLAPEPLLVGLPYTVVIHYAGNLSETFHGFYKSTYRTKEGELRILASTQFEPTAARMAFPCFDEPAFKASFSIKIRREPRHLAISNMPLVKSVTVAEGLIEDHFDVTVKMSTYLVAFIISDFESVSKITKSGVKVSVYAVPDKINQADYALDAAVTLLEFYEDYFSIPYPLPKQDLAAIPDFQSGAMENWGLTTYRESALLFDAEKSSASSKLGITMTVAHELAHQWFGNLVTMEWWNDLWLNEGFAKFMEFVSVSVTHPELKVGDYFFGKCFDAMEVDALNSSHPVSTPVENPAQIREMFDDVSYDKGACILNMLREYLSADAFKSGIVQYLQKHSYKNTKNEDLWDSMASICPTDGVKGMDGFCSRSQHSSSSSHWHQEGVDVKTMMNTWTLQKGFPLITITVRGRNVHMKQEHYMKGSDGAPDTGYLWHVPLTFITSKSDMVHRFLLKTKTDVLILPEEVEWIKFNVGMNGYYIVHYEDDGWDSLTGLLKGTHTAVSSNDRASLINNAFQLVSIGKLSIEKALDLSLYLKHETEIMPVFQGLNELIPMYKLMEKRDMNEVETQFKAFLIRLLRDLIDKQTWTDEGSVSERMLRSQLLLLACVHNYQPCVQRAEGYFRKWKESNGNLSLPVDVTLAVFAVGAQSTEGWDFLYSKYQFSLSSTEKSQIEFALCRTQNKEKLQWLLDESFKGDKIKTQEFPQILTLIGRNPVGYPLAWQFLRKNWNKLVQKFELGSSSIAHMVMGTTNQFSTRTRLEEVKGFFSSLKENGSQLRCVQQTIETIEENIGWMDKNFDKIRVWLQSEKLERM
# Numbers without * were called inactive; ? = inconclusive; nt = no result given; & = joins results of further samples.
SMILES,PAX8 inh HTS,PGC1a acetyl inh,LGR2 antag,EWS-Fli inh,FN deposit inh,PglD inh,S100A4 MyoIIA,ERAP1 inh
CC(C)c1ccc(N(C(=O)c2csnn2)C(C(=O)NC(C)(C)C)c2cccnc2)cc1 (centres undefined),2,-11,-26,-2,-7,nt,-1,0
CC(=O)Nc1cc(-c2ccc(N3CCN(C)CC3)cc2)cn2c(-c3ccccc3)cnc12,-25,-28,18,-17,7,-5,-2,4
O=C(COc1ccc(Cl)cc1)N1CCN(S(=O)(=O)c2ccc(Cl)cc2)CC1,nt,8,4,nt,14,4,nt,nt
Clc1ccc(C=Cc2ccccn2)cc1,-199,-4,-64,-64,nt,-4,-8,1
Cc1ccc(CN2C(=O)CCC2C(=O)NCc2ccccc2Cl)cc1 (centres undefined),-4,-1,2,1,7,nt,2,nt
Cc1cc(/C=c2\sc3nc4ccccc4n3c2=O)c(C)n1-c1ccc(C(=O)O)cc1,-3,12,-18,-18,-6,nt,-6,-10
O=C(Nc1ccccc1)c1ccc2c(c1)CCN2S(=O)(=O)c1ccccc1,2,3,9,-6,0,2,-5,-2
Cc1cc(C(F)F)n2ncc(C(=O)NCCc3ccccc3Cl)c2n1,7,-7,nt,nt,12,-2,nt,nt
CCCN(CC(=O)Nc1ccccc1C)C(=O)c1ccc(N2CCOCC2)c([N+](=O)[O-])c1,-10,2,-2,-1,3,-4,-6,-1
Cc1cccc(S(=O)(=O)N2C[C@@H]3N[C@H](C2)C3c2ccc(-c3cccnc3)cc2)c1 (some centres undefined),16&-23,0&0,6&10,-3&6,6&-1,nt,?,4&3
O=C(COc1ccc([N+](=O)[O-])cc1Cl)Nc1ccc2[nH]c(=O)[nH]c2c1,nt,11,-6,-10,9,1,-7,0
Cc1ccc2oc(C(=O)N(Cc3ccncc3)CC3CCCO3)c(C)c2c1 (centres undefined),-136,nt,-39,-72,5,3,-2,0
O=C(O)c1cc(-c2ccc(Cl)s2)nc2ccccc12,-19,5,-12,-17,nt,nt,3,4
COc1ccccc1C(=O)N1O[C@]23C=C[C@]14C[C@@H](O)CC[C@]4(C)C2CC[C@]1(C)[C@@H]([C@H](C)/C=C/[C@H](C)C(C)C)CC[C@H]13 (some centres undefined),-6,nt,-1,-18,0,nt,-3,5
NC(=O)CSc1oc(-c2ccc(F)cc2)nc1S(=O)(=O)c1ccccc1,15,8,nt,nt,-11,-2,nt,nt
Cc1ccc(S(=O)(=O)Nc2cccc(C(=O)NCC(c3ccc(F)cc3)N3CCOCC3)c2)cc1 (centres undefined),18,-9,5,-10,-2,-5,-3,3
COc1ccc(C(=O)NCC(=O)N2CCN(C(=O)c3ccco3)CC2)cc1[N+](=O)[O-],4,-8,-7,-7,-2,8,-3,-2
O=C(Nc1ccccc1)c1cc(C2COCCN2C(=O)c2cccs2)on1 (centres undefined),-3,4,6,-6,11,0,2,1
C[C@H]1CN([C@@H](C)CO)C(=O)c2ccccc2-c2ccccc2CO[C@@H]1CN(C)S(=O)(=O)c1ccc(C(F)(F)F)cc1,21,0,15,16,2,0,-62,2
CCn1c(SCc2nc3ccccc3c(=O)[nH]2)nnc1C(C)NC(=O)c1ccccc1F (centres undefined),-10,6,nt,-3,1,nt,9,-1
N#CC(=C=[N-])c1nc2ccccc2nc1-[n+]1ccccc1,-11,-13,-1,-3,-1,nt,-4,-2
O=C(CN1CCOCC1)N[C@@H]1CC[C@H](CCNC(=O)Nc2cc(F)ccc2F)O[C@@H]1CO,-7,-14,-21,-21,4,-3,-14,2
C[C@@H]1CN([C@H](C)CO)S(=O)(=O)c2ccc(Br)cc2O[C@@H]1CN(C)CC1CCOCC1,1,7,-8,-4,-7,-1,nt,nt
Cc1onc(-c2ccccc2Cl)c1C(=O)Nc1sc2c(c1C(N)=O)CCC(C)C2 (centres undefined),18,-7,nt,nt,3,-2,nt,nt
CCC(C)(C(=O)NC1CCCC1)N(Cc1ccco1)C(=O)c1ccc2c(c1)OCO2 (centres undefined),2,-34,nt,nt,-10,4,nt,nt
C[C@@H]1CCCCO[C@H](CN(C)C(=O)NC2CCCCC2)[C@@H](C)CN([C@H](C)CO)C(=O)c2cc(NC(=O)Cc3ccccc3)ccc2O1,nt,2,3,-5,nt,1,4,1
C[C@H](O)[C@@H]1CN2CCc3c([nH]c4ccccc34)[C@@H]2C[C@@H]1N(C)C(=O)c1ccco1,32,-3,2,-13,-7,-4,-13,-3
O=C(N/N=C1/CC2C=CCC12)c1cccs1 (centres undefined),-9,7,6,nt,nt,-5,1,0
O=C1CSc2ccc(C(=O)NCCC3=CCCCC3)cc2N1,nt,9,-20,nt,3,2,nt,nt
CNC(=O)C[C@@H]1CC[C@@H]2[C@H](COc3ccc(NC(=O)C(C)C)cc3C(=O)N2C)O1,-11,11,0,-4,3,-2,nt,nt
CC1CCN(CCOc2cccc(Br)c2)CC1,nt,6,16,nt,-6,0,nt,nt
CC(=O)c1cccc(S(=O)(=O)N2CCC(C(=O)NC3CCCC3)CC2)c1,-7,nt,1,-6,-3,1,-6,0
CC1CCCC(C)N1C(=O)COC(=O)CNC(=O)c1ccccc1F (centres undefined),-16,nt,-4,-7,8,1,4,-2
CCc1ccc(NS(=O)(=O)c2cc3c4c(c2)CCN4C(=O)CC3)cc1,-1,nt,-5,11,6,-3,2,2
NC(=O)CC(NC(=O)c1ccc(Br)cc1)c1ccc(NC2CCCCC2)c([N+](=O)[O-])c1 (centres undefined),-8,nt,nt,22,4,-10,-1,-1
CC(=O)N1[C@H](C(=O)Nc2nccs2)[C@@H](CO)[C@@H]2Cn3c(ccc(/C=C/c4ccccc4)c3=O)[C@@H]21,16,nt,5,-10,nt,0,5,10
O=C(C1CC(=O)N(c2ccccc2)C1)N1CCC(c2nc3ccccc3[nH]2)CC1 (centres undefined),1,3,-3,2,-6,-1,-2,1
COc1ccc(-c2ccc(C(=O)Nc3cccc(F)c3)c3occc23)c(C)c1,-247,-9,-114,-80,-4,-2,6,-3
CCS(=O)(=O)Nc1ccc(C2=NN(C(=O)c3ccco3)C(c3cccs3)C2)cc1 (centres undefined),35,nt,14,3,1,0,-1,2
CCCN1CCC(NC(=O)CC2C(=O)NCCN2Cc2cccc(OC)c2)CC1 (centres undefined),6,nt,3,-1,-1,0,-1,-1

# Ordered by value in PglD inh (rising): some entries from above.
SMILES	PglD inh
NC(=O)CC(NC(=O)c1ccc(Br)cc1)c1ccc(NC2CCCCC2)c([N+](=O)[O-])c1 (centres undefined)	-10
CCc1ccc(NS(=O)(=O)c2cc3c4c(c2)CCN4C(=O)CC3)cc1	-3
COc1ccc(-c2ccc(C(=O)Nc3cccc(F)c3)c3occc23)c(C)c1	-2
O=C(C1CC(=O)N(c2ccccc2)C1)N1CCC(c2nc3ccccc3[nH]2)CC1 (centres undefined)	-1
CC(=O)N1[C@H](C(=O)Nc2nccs2)[C@@H](CO)[C@@H]2Cn3c(ccc(/C=C/c4ccccc4)c3=O)[C@@H]21	0
CC1CCCC(C)N1C(=O)COC(=O)CNC(=O)c1ccccc1F (centres undefined)	1

# Additional records follow:
SMILES,PAX8 inh HTS,PGC1a acetyl inh,LGR2 antag,EWS-Fli inh,FN deposit inh,PglD inh,S100A4 MyoIIA,ERAP1 inh
O=S(=O)(c1ccc(F)cc1)N1CCCC1,4,5,-6,0,-7,2,0,-1
O=C(O)c1cccc2c1-c1ccccc1/C2=N\Nc1ccccc1,-87,-7,-46,-88,1,-2,-3,-20
O=C(CSc1nnc(-c2cccnc2)s1)Nc1ccccc1,-14,nt,7,-4,-4,3,3,0
CNC(=O)C(=O)NCC1OCCCN1S(=O)(=O)c1ccc(F)cc1C (centres undefined),-23,1,11,nt,11,-6,-2,-3
COc1ccc(S(=O)(=O)Nc2ccc3c(c2)C(=O)N([C@@H](C)CO)C[C@@H](C)[C@@H](CN(C)Cc2ccc4c(c2)OCO4)OCCCC[C@@H](C)O3)cc1,24,-13,10,1,1,1,5,-2
COC(=O)c1c(C)oc(C)c1S(=O)(=O)N1CCCCC1,2,-8,1,-4,-5,-1,6,nt
Cc1ccc(NC(=O)NCC(c2ccccc2)N(C)C)cc1 (centres undefined),-61,-3,-36,-52,2,-4,-7,-1
COc1cc(C)ccc1OCC(=O)OCC(=O)NCC1CCCCC1,-5,4,-22,-2,1,1,-1,1
CCOC(=O)c1ccc(-n2cncn2)nc1,-14,-3,nt,nt,-8,1,nt,nt
Cc1nc2c(C)cccn2c1/C(O)=C1\C(=O)C(=O)N(CCN(C)C)C1c1ccccc1 (centres undefined),-13,nt,11,2,-7,nt,-4,-2
Cn1nc(C(=O)NNC(=O)COc2ccccc2)c2ccccc2c1=O,-13,nt,1,-4,-8,nt,-5,6
COC(=O)C[C@H]1C[C@@H]2c3cc(NS(=O)(=O)c4ccc(F)cc4)ccc3O[C@@H]2[C@@H](CO)O1,-15,-7,-2,4,0,-4,25,2
OC(c1ccc(F)c(F)c1)c1nc(-c2csc3ccccc23)cs1 (centres undefined),0,15,-31,1,15,-1,-5,0
CCOc1ccc(N(Cc2nnc3n2CCCCC3)C(=O)Nc2cccc(C)c2)cc1,-4,4,-8,-8,-8,3,0,-4
CC1=C(C(=O)OCc2ccccc2)C(c2ccc(Br)cc2)NC(=O)N1CCCC(=O)O (centres undefined),-3,nt,-1,2,-4,nt,7,1
COc1cccc(COC(=O)C2CCN(S(=O)(=O)c3ccc(Cl)cc3)CC2)c1OC,-8,nt,10,-2,10,nt,2,0
CN(CC(=O)Nc1ccc(F)cc1)C(=O)COC(=O)CCN1C(=O)C2CC=CCC2C1=O (centres undefined),11,nt,7,-6,-3,-5,-2,-1
COc1ccc(Cc2n[nH]c(=S)n2N)cc1OC,-5,1,6,-5,1,2,-1,10

# Only PglD inh, ERAP1 inh and EWS-Fli inh (4 entries from above):
mol | PglD inh | ERAP1 inh | EWS-Fli inh
COC(=O)C[C@H]1C[C@@H]2c3cc(NS(=O)(=O)c4ccc(F)cc4)ccc3O[C@@H]2[C@@H](CO)O1 | -4 | 2 | 4
OC(c1ccc(F)c(F)c1)c1nc(-c2csc3ccccc23)cs1 (centres undefined) | -1 | 0 | 1
CCOc1ccc(N(Cc2nnc3n2CCCCC3)C(=O)Nc2cccc(C)c2)cc1 | 3 | -4 | -8
CC1=C(C(=O)OCc2ccccc2)C(c2ccc(Br)cc2)NC(=O)N1CCCC(=O)O (centres undefined) | nt | 1 | 2
